Assay outcomes from PubChem BioAssay.
KAT2A inh = inhibitors of human GCN5L2 histone acetyltransferase; Potency, µM (series often up to 58.9 µM), for the others: at the top dose activity change, negative = inhibition, most hits filed as inhibitors; Q92830; AID 504327; GCN5L2 HAT assay, ThioGlo1 CoA-SH fluorescence; 390,000 compounds, 0.21% hits
Target sequence (Q92830 whole entry, looked up): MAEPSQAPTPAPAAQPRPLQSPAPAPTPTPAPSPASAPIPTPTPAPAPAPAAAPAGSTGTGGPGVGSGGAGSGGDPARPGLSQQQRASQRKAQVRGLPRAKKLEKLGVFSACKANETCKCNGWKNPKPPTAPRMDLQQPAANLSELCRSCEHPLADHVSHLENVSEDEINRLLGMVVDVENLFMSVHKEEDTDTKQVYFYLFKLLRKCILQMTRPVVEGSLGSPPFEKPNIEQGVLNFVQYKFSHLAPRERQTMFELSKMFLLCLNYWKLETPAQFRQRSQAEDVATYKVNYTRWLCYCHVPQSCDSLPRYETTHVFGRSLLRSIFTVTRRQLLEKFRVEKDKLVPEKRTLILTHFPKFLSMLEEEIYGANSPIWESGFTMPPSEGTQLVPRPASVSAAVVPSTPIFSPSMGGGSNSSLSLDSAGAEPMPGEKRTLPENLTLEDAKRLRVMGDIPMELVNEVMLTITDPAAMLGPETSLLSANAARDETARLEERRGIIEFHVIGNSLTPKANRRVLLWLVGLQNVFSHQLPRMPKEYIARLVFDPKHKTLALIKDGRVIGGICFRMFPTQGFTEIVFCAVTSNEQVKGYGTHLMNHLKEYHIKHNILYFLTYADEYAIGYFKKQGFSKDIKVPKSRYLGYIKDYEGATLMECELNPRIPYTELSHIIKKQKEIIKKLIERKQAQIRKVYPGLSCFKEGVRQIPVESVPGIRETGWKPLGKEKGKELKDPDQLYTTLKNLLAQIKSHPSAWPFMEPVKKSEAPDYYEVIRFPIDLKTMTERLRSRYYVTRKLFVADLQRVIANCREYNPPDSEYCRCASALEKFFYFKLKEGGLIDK
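GCN5L2 (20nM final) in 50mM HEPES, 0.1mM EDTA pH 7.5, 0.01% Tween-20 was preincubated 15 min at room temperature with compound, then given ThioGlo1 (50uM), H3(1-25) peptide (75uM) and acetyl-CoA (70uM); CoA-thiol fluorescence (Ex340/Em540) was read at 0 and 20 min.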
FEN1 inh = blocks human flap endonuclease 1; Recombinant FEN1 flap cleavage, fluorescence, 15 min; Potency, µM (top dose mostly 114 µM), inactives show at the highest dose activity change, negative = inhibition, hits mostly inhibitors; 390,000 compounds, 0.35% hits; note: nearly all actives have a fitted effect of over 65% in size
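Read-out was taken twice, immediately and after 15 min, following addition of 50 nM substrate to 10 nM FEN1 that had sat with test compound for 15 min at room temperature. Curves came from a four-parameter Hill model.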
N370S GC = N370S glucocerebrosidase modulation, Gaucher chaperone candidate; P04062; N370S GC spleen homogenate, 4MU-glucoside fluorescence; Potency, µM (doses to about 59.4 µM), for inactives: at the highest dose activity change, negative = inhibition, hits mostly inhibitors; 330,000 compounds, 0.092% hits; AID 2101;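 note: 0% = full enzyme activity and -100% = no enzyme basal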
An asterisk follows results filed as active; ? = inconclusive; · = no result given; & = joins results of further samples; [ ] = another dose, or the depositor's remark. Calls come from the whole dose curve; as a rule, active = well fitted curve in the direction sought with a large enough effect; inconclusive = small, poorly fitted or top-dose-only effect, or another doubt; inactive = no such curve, though single readings can be large; an effect the other way counts as inactive or inconclusive. Unless noted, % is set by controls: 0 for no effect and ±100 for the full control effect; potency is the fitted concentration of half-maximal effect.

SMILES	KAT2A inh	FEN1 inh	N370S GC
O=c1c(=O)n(-c2ccc(F)c(F)c2)ccn1Cc1ccc(F)cc1Cl	-5%	2%	·
COc1ccc(NC(=O)c2ccc3c(c2)CCN3S(=O)(=O)c2ccccc2)c(OC)c1	-6%	-1%	3%
O=C(O)C1Cn2c(nc3c(c2=O)C2(CCCC2)Cc2ccccc2-3)S1 (stereo not given)	-7%	14%	7%
CCC(=O)NC(c1ccccc1)c1nc2ccccc2[nH]1 (stereo not given)	-2%	-1%	-4%
CSc1ncc(C(=O)Nc2ccccc2C(F)(F)F)c(-c2ccccc2)n1	-1%	7%	·
Cc1ccc(NC(=O)c2ccc(C#CC3(O)CCCCC3)cc2)cc1C	-4%	-4%	-4%
COc1cc(C(=O)O)nc2ccccc12	2%	-5%	-4%
C[C@H](NS(=O)(=O)c1ccc(Cl)cc1)C(=O)OCC(=O)c1ccc[nH]1	17%	9%	-9%
COc1ccc(S(=O)(=O)c2nnn(-c3ccc(C(C)C)cc3)c2C)cc1	-17%	-1%	·
COc1cc2cc(C(=O)N/N=C/c3cccc(OC)c3OC)[nH]c2cc1OC	-12%	?	-11%
CCS(=O)(=O)N1CCCC(C(=O)NCc2ccc3c(c2)OCO3)C1 (stereo not given)	-15%	-9%	-4%
CC(=O)C1=C(C)OC(N)=C(C#N)C1c1cccc([N+](=O)[O-])c1 (stereo not given)	-5%	1%	-6%
COc1cccc(NC(=O)c2ccc3c(c2)CCN3S(C)(=O)=O)c1	-1%&-5%	-3%&5%	-15%
Cc1ccc(NC(=O)CSCC(=O)N(C)CC(=O)Nc2ccccc2C(F)(F)F)cc1	-2%	-4%	-9%
COc1cc(NC(=O)c2ccc(-c3nc(CSc4ccccc4)c(C)o3)cc2)cc(OC)c1	-7%	-1%	·
CCCn1c(N)c(N(CCOC)C(=O)c2cccc(C(F)(F)F)c2)c(=O)[nH]c1=O	-4%	17%	-14%
COc1ccc([C@H]2CC(=O)C=C(c3cc(F)ccc3F)C2)cc1OC	-4%	-16%	·
COc1cccc(-c2nccc(NCc3cccc(C)c3)n2)c1	-19%	·	-28%
Cc1ccc(CCc2nnc(SCC(=O)Nc3cc(Cl)ccc3Cl)n2-c2ccccc2)o1	-9%	0%	13%
COc1cc(NC(=O)CN(C)S(=O)(=O)c2ccc3nc(C)sc3c2)cc(OC)c1	1%	-1%	8%
COc1ccccc1CC(=O)N1CCCc2cc(C)ccc21	-10%	7%	-5%
Cc1cccc(-n2ncc(C(=O)N3CCc4ccccc4C3)c2C2CCN(C(=O)OC(C)(C)C)CC2)c1	28%	9%	·
Cc1oc(-c2ccc(Cl)cc2)nc1CSCC(=O)NCCCN1CCOCC1	-12%	0%	4%
COc1ccc(CCN2CC(C(=O)NCc3cc(C)on3)CCC2=O)cc1 (stereo not given)	-12%	-1%	4%
CC(C)=CCN1CCN(Cc2c[nH]c3ccccc23)CC1CCO (stereo not given)	-2%	-2%	2%

Of the compounds above, 3 have a CF3 group.
SMILES	KAT2A inh	FEN1 inh	N370S GC
CSc1ncc(C(=O)Nc2ccccc2C(F)(F)F)c(-c2ccccc2)n1	-1%	7%	·
Cc1ccc(NC(=O)CSCC(=O)N(C)CC(=O)Nc2ccccc2C(F)(F)F)cc1	-2%	-4%	-9%
CCCn1c(N)c(N(CCOC)C(=O)c2cccc(C(F)(F)F)c2)c(=O)[nH]c1=O	-4%	17%	-14%

The results go on:
SMILES	KAT2A inh	FEN1 inh	N370S GC
NC(=O)c1ccccc1NC(=O)Nc1ccccc1Cl	1%	-2%	3%
Cc1[nH]c2c(C)cccc2c1CCNS(=O)(=O)c1cccc([N+](=O)[O-])c1	-5%	-15%	-11%
CCCSc1nnc2c(n1)OC(c1ccc(Br)s1)Nc1ccccc1-2 (stereo not given)	-13%	-13%	·
O=c1cc(CSc2ncn[nH]2)[nH]c2ccc(F)cc12	-3%	9%	·
CCOC(=O)c1cnc(SCC(C)C)nc1N	3%	-8%	7%
COc1ccc(N2CCN(C(C)C(=O)N3CCCC3)CC2)cc1 (stereo not given)	-1%	-4%	-4%
Cc1noc(Cn2c(=O)c3ccccc3n(CC(=O)Nc3cc(Cl)ccc3C)c2=O)n1	-1%	-1%	·
COc1ccccc1OCCc1nnc(N)s1	1%	-3%	5%
OCCN(Cc1ccccc1)Cc1cccc(Cl)c1Cl	-10%	-14%	-24%
CC1=C(C(=O)OCc2ccc(C)cc2)C(c2ccccc2F)CC(=O)N1 (stereo not given)	?	-13%	·
COc1cc(NC(=O)n2ncc3cc(Cl)ccc32)cc(OC)c1	-5%	11%	-7%
CNC(=S)N1CCC(NC(=O)C(Cc2ccc(F)cc2)NC(C)=O)CC1 (stereo not given)	-1%	-1%	-8%
C=CCN=C1N[C@@H](c2ccccc2)C(C(=O)OC)=C(C)N1CCOC	8%&-9%	3%	-4%&-2%
O=C(Cn1cc2c(n1)CCCCC2)NCc1ccccc1	-6%	-13%	-2%
Cc1ccnc(NC2(C(F)(F)F)N=C3SCCN3C2=O)c1 (stereo not given)	-5%	6%	1%
COC(=O)C1CCN(CC(=O)Nc2ccc(OC)c(Cl)c2)CC1	-9%	19%	6%
CC1(C)c2cc(Cl)ccc2-n2c1cc(O)c(-c1ccccc1)c2=O	-4%	-6%	3%
CC(=O)/C(N=Nc1c(C)n(C)n(-c2ccccc2)c1=O)=C(\C)O	-11%	-16%	0%
O=C(O)CC(c1ccccc1)c1ccccc1	-1%	10%	-7%
O=C(NNS(=O)(=O)c1ccccc1)C1CCCCC1	-6%	-15%	-8%
Cc1ccc(C(=O)C(C)OC(=O)Cc2n[nH]c(=O)c3ccccc23)cc1C (stereo not given)	-2%	13%	-8%
CCNc1ncc2nc(-c3cn(C)c4ccccc34)c(=O)n(-c3ccc(OC)cc3)c2n1	-10%	·	2%
CCC(=O)Nc1ccc(S(=O)(=O)N2CCCCC2)cc1OC	-1%	6%	·
Cc1cccc(C)c1NC(=O)CN(C)C(=O)CN1C(=O)NC2(CCCC2)C1=O	-5%	9%	-3%
COc1ccc(-c2c3c(=O)n(C)c(=O)n(C)c3cn2Cc2cccnc2)cc1	-3%	-4%	-2%
SMILES	KAT2A inh	FEN1 inh	N370S GC
CC1(c2ccc3c(c2)OCCO3)NC(=O)N(CC(=O)Nc2c(F)cccc2F)C1=O (stereo not given)	-1%	-11%	·
Cc1ccc(N2C(N)=C(C#N)C3(C(=O)N(C)c4ccccc43)C3=C2CC(C)(C)CC3=O)cc1Cl (stereo not given)	2%	-7%	-6%
O=C(CSc1nc(-c2ccc(F)cc2)cs1)N1CCc2ccccc21	-11%	1%	-1%
COc1ccc(C(=O)N2CC(c3ccccc3)CC2=O)cc1 (stereo not given)	?	0%	17%
COC(=O)c1cc2sccc2n1CC(=O)Nc1ccc(OC)c(OC)c1	-13%	-10%	·
CCNc1nc(Oc2ccc(=O)[nH]n2)nc(N2CCOCC2)n1	-1%	8%	0%
Nc1nc(SCC(=O)NC2CCCC2)[nH]c(=O)c1-c1ccccc1	0%	·	3%
Oc1c(Br)cc(/C=N/Nc2nncc3ccccc23)cc1Br	-6%	?	1%
COc1cc(S(=O)(=O)Nc2ccncc2)ccc1F	-2%	4%	-8%
O=C(COc1ncnc2sccc12)NC1CCCCC1	-4%	-14%	-5%
CC1CN(c2oc(-c3ccccc3Cl)nc2C#N)CC(C)O1 (stereo not given)	-10%	-4%	-8%
Cc1ccc(OCC(=O)NCc2cccs2)cc1	-2%	6%	3%
COCCCNC(=S)N(CCO)Cc1cc2cc3c(cc2[nH]c1=O)OCCO3	-5%	4%	?
COc1cc(C)c(S(=O)(=O)Nc2ccc(CC(=O)O)cc2)cc1C	1%	-6%	-4%
CN1CCN(c2ccc(Cl)cc2NC(=O)CC2OC(=O)c3ccccc32)CC1 (stereo not given)	1%	0%	-13%
O=C(Cc1ccc2c(c1)OCCO2)Nc1cc(Cl)ccc1N1CCOCC1	-17%	-11%	15%
CC(=O)N1CCc2cc(S(=O)(=O)NC(CC(C)C)C(=O)N3CCn4c3nc3ccccc34)ccc21 (stereo not given)	-23%	4%	-1%
S=C(Nc1ccccc1)N1CCC(Cc2ccccc2)CC1	-9%	0%	5%
CN(C)C(=O)c1ccc(-c2cc(N(C)Cc3ccco3)ncn2)cc1	-5%	·	-9%
COc1ccccc1NC(=O)c1ccc(NC(=O)COC(=O)C2CC2C)cc1 (stereo not given)	-2%	0%	7%
O=C(NCC(=O)N(c1cccnc1)C(C(=O)NC1CCCCC1)c1ccccc1)c1ccco1 (stereo not given)	3%	11%	-7%
CCC(=O)N1CCc2cc(S(=O)(=O)NCCCN(CC)Cc3ccccc3)ccc21	-1%	-5%	0%
CC(=O)c1cccc(NC(=O)c2ccccc2-c2ccccc2C(=O)O)c1	1%	30%	0%
CC(C)C[C@@H](CO)N1CCN(Cc2cccc(C#N)c2)CCC1=O	-2%	-1%&-3%	1%
COc1cc(C(=O)N2C[C@H]3CC[C@H]2C3)ccc1OC1CCN(C(C)=O)CC1	-15%	-6%	-4%
SMILES	KAT2A inh	FEN1 inh	N370S GC
Cc1cccc(N2CCN(c3ccc(N4C(=O)CCCC4=O)cc3[N+](=O)[O-])CC2)c1C	0%	-5%	3%
O=C(NCCCN1CCOCC1)c1ccc(CNS(=O)(=O)c2ccc(Br)cc2)cc1	-3%	6%	-8%
Cc1cccc(NC(=S)N/N=C/c2cccn2Cc2ccc(F)cc2)c1	-7%	-2%	?
Cc1ccc(S(=O)(=O)Nc2ccc(-c3nc4ccc(C)cc4s3)cc2)cc1	-17%	?	?
O=C1CSC(=S)N1/N=C/c1ccc2c(c1)OCCO2	-10%	5%	-14%
O=C1NC(=O)C2(COC(c3cccc([N+](=O)[O-])c3)OC2)S1 (stereo not given)	13%	-3%	-5%
Cc1cc(O)c(C(=O)/C=C/c2ccccc2O)c(=O)o1	0%	-6%	-5%
CCCCN(CC)C(=O)CN(C)S(=O)(=O)c1cccc2nsnc12	-5%	-2%	0%
COc1ccc(N=C(N)N=C(N)N)c(OC)c1	-3%	-4%	3%
C=CCN(CCNP(=O)(OCC)OCC)CP(=O)(OCC)OCC	-7%	3%	5%[12.8 µM]
CC(C)c1ccc(NC(=O)C2CCCN(S(=O)(=O)c3ccc(Br)s3)C2)cc1 (stereo not given)	-13%	-26%	·
O=C(CN1C(=O)c2ccccc2C1=O)NN1C(=O)c2ccccc2C1=O	-5%	-2%	13%
N#CCc1ccc(OC(=O)Nc2ccccc2)cc1	3%	13%	-4%
COc1ccc2oc(C(=O)N3CCN(S(=O)(=O)c4ccc(F)cc4)CC3)c(C)c2c1	-9%	-17%	·
CC(C)(C)NC(=O)C(c1ccccc1)N(Cc1ccco1)C(=O)c1csnn1 (stereo not given)	-1%	0%	-4%
CC(=O)OCC(=O)Nc1ccc(Br)c(C)c1	-3%	-1%	-6%
COc1cccc(CNCc2cc(OC)cc(OC)c2)c1	3%	-9%	-21%
Cc1cc(OCC(=O)N(Cc2ccc(N(C)C)cc2)C2CCS(=O)(=O)C2)cc(C)c1Cl (stereo not given)	-12%	-8%	·
CCOc1cc2nc(-c3ccc(OC)c(OC)c3)nc(N3CCOCC3)c2cc1OC	4%	-14%	?
Cc1ccc2c(C)c(C(=O)N3CCC(N4CCC(C(=O)NC5CC5)CC4)CC3)oc2c1	1%	-16%	-1%
CCOC(=O)c1c(C)c(C(=O)N2CCN(c3ccccc3)CC2)c(C)n1C	1%	-2%	-5%
N#CC1(NC(=O)CSc2nc3ccccc3o2)CCCCC1	-4%	0%	·
CCCCCn1c(=O)[nH]c2cc(C(=O)NCc3ccccc3)ccc2c1=O	-3%	-4%	·
CC(=O)NC(Cc1cccc(F)c1)C(=O)NC1CCN(C(=O)Nc2ccc(C)cc2)CC1 (stereo not given)	-2%	-4%	2%
COC(=O)c1ccc(-c2nc(-c3ccc(Br)o3)no2)cc1	-2%	0%	10%
O=C(O)CC1(CC(=O)Nc2ccc3c(c2)OCCCO3)CCCCC1	1%	-1%	-1%
CCOP(=O)(OCC)c1nc(-c2ccc(Br)cc2)oc1N1CCCCC1	-8%	3%	-11%

Whole records from above:
Cc1ccc2c(C)c(C(=O)N3CCC(N4CCC(C(=O)NC5CC5)CC4)CC3)oc2c1 reads KAT2A inh = 1%; FEN1 inh = -16%; N370S GC = -1%
Cc1cccc(N2CCN(c3ccc(N4C(=O)CCCC4=O)cc3[N+](=O)[O-])CC2)c1C reads KAT2A inh = 0%; FEN1 inh = -5%; N370S GC = 3%

For reference, part of the list above:
SMILES	KAT2A inh	FEN1 inh	N370S GC
CC(=O)NC(Cc1cccc(F)c1)C(=O)NC1CCN(C(=O)Nc2ccc(C)cc2)CC1 (stereo not given)	-2%	-4%	2%
COC(=O)c1ccc(-c2nc(-c3ccc(Br)o3)no2)cc1	-2%	0%	10%
O=C(O)CC1(CC(=O)Nc2ccc3c(c2)OCCCO3)CCCCC1	1%	-1%	-1%
CCOP(=O)(OCC)c1nc(-c2ccc(Br)cc2)oc1N1CCCCC1	-8%	3%	-11%

An excerpt; the hit share may differ from the screen's.
